HePTP inh – inhibitors of human HePTP phosphatase | recombinant HePTP phosphatase activity, OD absorbance | inhibition, % at 20 µM | 110,000 tested, 0.64% active; in the data active = inhibition above about 50%;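 also: plate controls were vehicle for no effect and reference inhibitor for full effect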
BAP1 block – human BAP1 deubiquitinase inhibition; recombinant BAP1, Ub-AMC hydrolysis fluorescence kinetic; active compounds read low; activity remaining (% of control), % at 20 µM; 72,000 tested, 0.48% active; AID 436;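 active = activity remaining at or below 50% of control, provided the compound also passes the data quality filters; inactive = the rest, including low values that fail the filters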;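 also: 100% = DMSO wells rate and 0% = substrate alone blank rate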
* hit, by the source's call; i = inactive; · = no result given; & = joins results of further samples.

Results follow in this order: HePTP inh	BAP1 block
- NS(=O)(=O)c1cc2c(cc1C(F)(F)F)NC(Cc1ccccc1)NS2(=O)=O (stereo not drawn)
    6	111
- CCCOc1ccccc1-c1nc2n[nH]nc2c(=O)[nH]1
    ·	91
- O=C1NCC2(CCN(CCc3ccccc3)CC2)O1
    ·	91
- COC(=O)c1ccccc1NC(=O)CCOc1ccccc1
    4	58
- COc1cc2nc(N3CCN(C(=O)C4COc5ccccc5O4)CC3)nc(N)c2cc1OC (stereo not drawn)
    8	i
- COc1nc(C)nc(Cl)c1NC1=NCCN1
    ·	96
- Cc1nnc(NS(=O)(=O)c2ccc(N)cc2)s1
    5	73
- c1ccc2c(CC3=NCCN3)cccc2c1
    9	82
- CC(C)Cc1ccc([C@H](C)C(=O)O)cc1
    ·	97
- C[C@]12CC[C@H]3[C@@H](CCC4=CC(=O)CC[C@@]43C)[C@@H]1CC[C@@H]2C(=O)CO
    8	62
- CN(C)C/C=C(/c1ccc(Br)cc1)c1cccnc1
    ·	104
- CC(C)Cc1ccc(C(C)C(=O)O)cc1 (stereo not drawn)
    -6&-2	77&97
- CC1=NN(c2ccccc2)C(=O)C1
    6	123
- O=C(Nc1ccccc1C(=O)NCCc1ccccc1)c1cccnc1
    2	·
- COc1ccc(C2CC(=O)C3=C(C2)NC(C)=C(C(=O)OCCc2ccccc2)C3c2ccncc2)cc1 (stereo not drawn)
    5	·
- CCOc1ccc(S(=O)(=O)N2CCCCCC2)c2ccccc12
    8	·
- COc1ccc(CN(CCN(C)C)c2ccccn2)cc1
    10	123&86
- O=C(N/N=C\c1ccc[nH]1)c1cccs1
    4	·
- O=C1N(c2ccccc2)c2ccccc2C1(Cc1ccncc1)Cc1ccncc1
    ·	82
- COc1ccccc1OCC(O)COC(N)=O (stereo not drawn)
    2	140
- CC(=O)O[C@]1(C(C)=O)CC[C@H]2[C@@H]3C=C(Cl)C4=CC(=O)[C@@H]5C[C@@H]5[C@]4(C)[C@H]3CC[C@@]21C
    ·	101
- CN(C)CCCN1c2ccccc2Sc2ccccc21
    -7	141&93

7 entries drawn at random from those above, as already listed:
Results follow in this order: HePTP inh	BAP1 block
- COc1ccccc1OCC(O)COC(N)=O (stereo not drawn)
    2	140
- COc1cc2nc(N3CCN(C(=O)C4COc5ccccc5O4)CC3)nc(N)c2cc1OC (stereo not drawn)
    8	i
- CC1=NN(c2ccccc2)C(=O)C1
    6	123
- CC(C)Cc1ccc(C(C)C(=O)O)cc1 (stereo not drawn)
    -6&-2	77&97
- COc1ccc(CN(CCN(C)C)c2ccccn2)cc1
    10	123&86
- O=C(N/N=C\c1ccc[nH]1)c1cccs1
    4	·
- O=C1NCC2(CCN(CCc3ccccc3)CC2)O1
    ·	91

Three entries from above, ordered by formula weight, low to high:
Results follow in this order: HePTP inh	BAP1 block
- CC1=NN(c2ccccc2)C(=O)C1
    6	123
- O=C1NCC2(CCN(CCc3ccccc3)CC2)O1
    ·	91
- O=C1N(c2ccccc2)c2ccccc2C1(Cc1ccncc1)Cc1ccncc1
    ·	82

From PubChem BioAssay

The list is partial; the hit share may differ from the screen's.
